High-throughput results (PubChem BioAssay)
PLCb3 inh: inhibitors of human phospholipase C beta3; Q01970; Purified PLC-beta3, fluorogenic substrate, fluorescence; inhibition, % at 12.2 µM; 0.18% of 370,000 active; AID 720704; in the data active = inhibition above about 11%;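 note: 0% = median of compound wells on plate and 100% = full blocker control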
ADAM17 inh: inhibitors of human ADAM17; P78536; recombinant ADAM17, EDANS/DABCYL FRET peptide cleavage; inhibition, % at 6.95 µM; 0.83% of 370,000 active;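 active = inhibition above the mean of compounds lying between control limits plus 3 SD, set per campaign, cut at about 8.5% in these data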;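 note: 0% = DMSO-only wells as the low control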
ASAP1 inh: blocks human ASAP1-stimulated Arf1 GTP hydrolysis. GDP FP detection. Q9ULH1. 0.19% of 360,000 active. inhibition, % at 16.5 µM; in the data active = inhibition above about 25%;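 note: 0% = vehicle with enzyme and substrate and 100% = no enzyme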
UHRF1 MBD2 ctr: blocks human UHRF1 binding to methylated DNA | UHRF1 binding to methylated oligo, TR-FRET | inhibition, % at 4.4 µM | 0.75% of 370,000 active | AID 687016; in the data active = inhibition above about 21%;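 note: UHRF1 SRA domain binding a hemimethylated CpG hairpin DNA probe; 0% = median of test compound wells and 100% = reference inhibitor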
ARFGAP1 inhibitor: rat ARFGAP1 inhibition; 0.26% of 360,000 active; Q62848; Arfgap1-stimulated ARF1 GTP hydrolysis, GDP FP detection; inhibition, % at 16.5 µM;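 active = inhibition above a per-plate limit, mean inhibition of low control wells plus 3 SD, cut at about 25% in these data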;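 note: 0% = DMSO wells with enzyme and 100% = wells lacking Arfgap1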
Target sequence (Q62848 1-136 limits assumed): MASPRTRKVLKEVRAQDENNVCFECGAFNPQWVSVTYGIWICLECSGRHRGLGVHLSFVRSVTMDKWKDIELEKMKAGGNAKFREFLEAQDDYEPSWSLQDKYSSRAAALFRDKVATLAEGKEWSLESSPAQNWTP
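Assay system: Rat Arfgap1 GAP domain (His6, aa 1-136), purified enzyme | Buffer or medium: HEPES 25 mM pH 7.5, NaCl 150 mM, MgCl2, DTT | Schedule: GTP hydrolysis reaction 2 h at 25 °C | Signal: FP of antibody-bound GDP Alexa 633 tracer, ex 620/em 688 nm | Measure: Percent inhibition of Arfgap1-stimulated GTP hydrolysis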
PLC-gamma1 inh: blocks human PLC-gamma1 enzyme activity | P19174 | purified PLC-gamma1, fluorogenic substrate, fluorescence | inhibition, % at 12.2 µM | 0.84% of 370,000 active; in the data active = inhibition above about 9.5%
Tn6 DDE FP: inhibitors of Tn6 peptide binding to human fibrin DD(E); P02675; Fibrin DD(E) TRITC-Tn6 fluorescence polarization displacement; inhibition, % at 8.3 µM; 0.21% of 370,000 active; AID 720509;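 active = inhibition above a per-campaign cutoff: mean of compounds within control limits plus 3 SD, cut at about 15% in these data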;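 note: 0% = median of all compound wells on the plate and 100% = blocking peptide control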
Target sequence (P02675 whole entry, looked up): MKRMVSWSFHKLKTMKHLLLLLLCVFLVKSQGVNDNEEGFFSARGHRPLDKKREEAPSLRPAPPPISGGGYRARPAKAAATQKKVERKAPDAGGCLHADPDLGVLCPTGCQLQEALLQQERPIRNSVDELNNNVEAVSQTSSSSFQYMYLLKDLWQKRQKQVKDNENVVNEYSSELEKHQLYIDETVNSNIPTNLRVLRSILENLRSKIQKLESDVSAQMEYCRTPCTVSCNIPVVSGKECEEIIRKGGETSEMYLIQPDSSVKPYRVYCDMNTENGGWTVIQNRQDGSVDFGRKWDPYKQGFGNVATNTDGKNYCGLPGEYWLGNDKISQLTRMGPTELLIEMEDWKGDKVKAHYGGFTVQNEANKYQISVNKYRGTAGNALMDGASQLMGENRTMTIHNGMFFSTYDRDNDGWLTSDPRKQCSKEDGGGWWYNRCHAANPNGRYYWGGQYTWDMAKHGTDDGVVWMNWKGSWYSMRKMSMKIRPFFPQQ
DDE Tn7 FP inh: DD(E)-Tn7 binding inhibition, primary FP screen | inhibition, % at 8.3 µM | 0.13% of 370,000 active | FP displacement of FITC-Tn7 peptide from fibrin DD(E); 0% = median of compound wells per plate | P02675;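 active = inhibition above the mean of compounds falling within the control limits plus 3 SD of them, cut at about 14% in these data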;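 note: 0% = plate median of compound wells and 100% = 10 µM Aha-Tn7 peptide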
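System: human fibrin DD(E); quantity: Fibrin-DD(E) at 2 µM final; also added: fluorescent Tn7 probe at 0.1 µM; compound dosing: single nominal test concentration of 8.3 µM per compound; schedule: 10 min preincubation, 3 h with tracer, room temperature; detection: fluorescence polarization of the labelled Tn7 tracer; repeats: one replicate per compound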
MBD2 inh: inhibitors of human MBD2 binding to methylated oligonucleotide | AID 686964 | inhibition, % at 4.4 µM | TR-FRET | Q9UBB5 | 0.31% of 370,000 active; in the data active = inhibition above about 13%
proKLK7 act: activates the human kallikrein-7 zymogen. purified proKLK7, EDANS-DABCYL substrate fluorescence; 100% is mature enzyme control, 0% vehicle. AID 652039. P49862. activation, % at 7 µM. 0.9% of 370,000 active;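 active = activation above the mean of all tested compounds plus 3 SD, computed per campaign excluding outliers beyond control limits, cut at about 13% in these data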
Target sequence (P49862 whole entry, looked up): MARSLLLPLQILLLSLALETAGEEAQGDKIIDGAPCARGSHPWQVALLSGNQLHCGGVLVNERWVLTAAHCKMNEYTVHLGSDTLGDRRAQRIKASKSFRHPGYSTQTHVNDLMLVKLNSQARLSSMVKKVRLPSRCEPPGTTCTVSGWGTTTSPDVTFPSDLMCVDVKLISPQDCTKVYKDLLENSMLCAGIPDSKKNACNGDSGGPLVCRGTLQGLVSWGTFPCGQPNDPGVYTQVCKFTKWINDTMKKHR
Active calls of the source: *; i = inactive; · = not tested or not shown. Outcome played no part in choosing rows (roughly 4.1% active in at least one column).

SMILES	PLCb3 inh	ADAM17 inh	ASAP1 inh	UHRF1 MBD2 ctr	ARFGAP1 inhibitor	PLC-gamma1 inh	Tn6 DDE FP	DDE Tn7 FP inh	MBD2 inh	proKLK7 act
CCOc1cc(N2CCOCC2)c(OCC)cc1NC(=O)CSc1nnc(N)s1	3	0	-13	-1	-8	3	0	-4	2	0.1
O=C(Nc1nc(-c2ccncc2)cs1)c1ccco1	-19	-5	-2	-4	-2	-11	-8	3	-6	0.0
COc1cccc(NC(=O)Cn2c(CCC(=O)O)ccc2-c2ccc(C)cc2)c1	-32	-35	2	-1	-12	-22	0	-1	4	-0.9
COc1ccc(C)cc1NC(=O)C(C)N(c1ccc(C)cc1)S(C)(=O)=O (stereo unspecified)	1	-2	-9	1	10	0	-7	-2	-3	0.0
N/C(=N\OC(=O)c1ccccc1Cl)c1cccc([N+](=O)[O-])c1	-2	6	-3	1	-8	6	5	2	-2	0.6
Cc1cs/c(=N\N=C2CCCCC2)n1Cc1ccco1	-28	2	-3	0	2	-24	0	4	-2	-0.9
COc1ccc(CCNC(=O)c2ccc(Cl)c(S(=O)(=O)N3CCCC3)c2)cc1	-6	-1	-21	-1	-24	-1	-4	3	0	0.0
Cc1ccc(OCC(=O)Nc2ccc(N(C)C)cc2)cc1	-2	-3	-7	-5	-2	-3	3	1	-7	0.8
COc1cccc(C(=O)N2CCN(CCCc3ccccc3)CC2)c1OC	3	-1	0	-2	0	1	0	7	-5	0.0
N[C@H]1CC[C@@H]2SC[C@@H](C(=O)O)N2C1=O	-1	-2	·	16	·	-2	4	1	8	0.3
CC(C)CC(C(=O)O)N1C(=O)C2C3CC(C2C1=O)C1C(c2ccccc2)c2sc(=O)[nH]c2SC31 (stereo unspecified)	-20	1	5	-1	3	-17	-3	-8	0	1.1
O=C(NNC(=O)c1csc(N2CCOCC2)n1)c1cccnc1	-5	-7	8	-1	-4	2	-4	-4	-3	-0.8
Oc1ccc(Cl)cc1CNCc1ccc(C(F)(F)F)cc1	2	0	7	0	17	0	-2	5	2	0.2
Cc1cc(=O)[nH]c(-c2ccccc2OC(F)(F)F)n1	0	1	-8	-1	2	1	-5	-7	0	-0.3
O=C(NCC(=O)N(c1cccc(F)c1)C(C(=O)NC1CCCC1)c1cccnc1)c1cccs1 (stereo unspecified)	1	-2	17	6	-3	7	-5	8	7	-0.2
O=C(O)c1cc(-c2ccc3c(c2)OCCO3)n[nH]1	-2	-3	2	1	6	0	1	-7	-4	0.0
CCOC(=O)Cc1csc(NC(=O)c2ccc3ncsc3c2)n1	-14	-4	3	3	13	-3	10	6	4	0.4
CCCCNC(=O)CCCCC(=O)N/N=C/c1cccc(Cl)c1	0	-3	7	3	6	0	1	4	7	-0.2
COc1ccc(C2SCC(=O)N2c2nc3ccccc3s2)cc1 (stereo unspecified)	2	1	-18	6	4	5	-2	-9	5	-0.4
CCCNc1c(F)c(F)c2c(C)c3ccccc3nc2c1F	-91	-11	-10	-7	7	-72	4	7	-7	-0.8
O=C(NC1CCCC1)C1CCCN1S(=O)(=O)c1cccc2cccnc12 (stereo unspecified)	7	-4	5	2	-1	0	-7	3	7	-0.3
COc1ccc(OC)c(NC(=O)CSc2nnc(CNC(=O)c3cc(OC)c(OC)c(OC)c3)o2)c1	-8	0	-6	-3	-10	0	-3	3	2	-0.2
Cc1ccccc1Nc1nc(N)nc(COC(=O)[C@@H](NC(=O)c2c(F)cccc2F)C(C)C)n1	-8	2	-4	3	1	-2	-1	5	3	0.2
O=[N+]([O-])c1ccccc1N/N=C/c1ccc2c(c1)OCO2	1	-3	6	1	17	-2	2	1	-2	-0.2
O=C(Nc1cccc(F)c1)N1CCc2nc(NCc3cccc(Oc4ccccc4)c3)ncc2C1	-11	-1	-5	-2	6	-10	3	-3	-1	-1.3
Cc1ccc(NC(=S)NC(NC(=O)N(C)C)C(Cl)(Cl)Cl)cc1 (stereo unspecified)	5	-1	-3	0	0	4	4	-3	-1	-0.1
O=C(O)/C(=C\c1ccccc1OC(F)F)c1ccc(-c2ccccc2)cc1	-38	-9	-7	0	-10	-18	6	1	-1	-1.4
Cc1cc(C)cc(N(C(C)C(=O)N2CCOCC2)S(C)(=O)=O)c1 (stereo unspecified)	2	-1	11	-1	-4	-5	-7	2	-1	0.0
O=S(=O)(Nc1nc(CN2CCOCC2)nc2sc3c(c12)CCCC3)c1cc(F)ccc1F	-34	-19	9	5	-7	-31	-2	3	9	-0.3
CCOC(=O)c1c(C)[nH]c(N=Nc2cccc(C)c2)c1C	6	9.7*	-1	-8	-8	6	0	-7	1	-0.5
CC(=O)Nc1ccc(SCC(=O)OCC(=O)NC(=O)NCCC(C)C)cc1	2	-5	-2	-4	2	-2	-2	4	0	-0.8
C[C@H]1CN([C@@H](C)CO)S(=O)(=O)c2ccc(C#CC3CC3)cc2O[C@@H]1CN(C)S(C)(=O)=O	-2	-3	-11	2	-14	-1	5	0	-4	-0.2
Cc1ncc(CO)c2cc(C(N)=O)c(=Nc3ccccc3)oc12	-19	-5	-5	-1	8	-15	-1	4	0	-8.5
N#Cc1nccnc1N1CCN(C(=O)Nc2ccccc2)CC1	-15	-17	1	2	-3	-9	-2	2	1	1.5
Nn1c(SCC(=O)N2CCCC2)nnc1-c1cccs1	3	-3	0	1	-2	2	10	7	-2	-0.7
COc1ccc(S(=O)(=O)NC(=O)C2(C)CCN2C(=O)CCc2ccc(Cl)cc2Cl)cc1 (stereo unspecified)	-11	-5	-6	2	5	-4	4	2	4	-0.2
CCOC(=O)/C(=N\Nc1ccc(Cl)cc1)Sc1nnc(-c2ccc(OC)cc2)n1C	2	-1	-10	0	3	-2	8	0	1	0.0
Cc1ccc(C2=NS(=O)(=O)N(C)C(C(=O)NCc3ccc4c(c3)OCO4)=C2)cc1	-5	2	-4	-1	1	2	1	0	4	0.5
CCOC(=O)N1CCC2(CC1)C(C#N)=C(N)Oc1c2c(C)nn1-c1cccc(Cl)c1	-7	2	-8	-11	-1	-9	8	8	-11	0.6
CCS(=O)(=O)c1ccc2oc(SCC(=O)Nc3ccc(OC)cc3OC)nc2c1	3	-2	2	2	12	2	-1	-2	0	0.2
COc1ccccc1CN1CCN(C(=O)c2ccncc2)CC1	3	-3	-2	-2	-2	-1	5	-2	3	-0.5
CCOc1ccc(OCc2ccc(C(=O)N(CC)CC)cc2)cc1	0	-3	-4	1	0	-3	-4	-1	-3	0.3
CC(C)n1c(=S)[nH]c2cc(C(F)(F)F)ccc21	-4	-2	-8	0	-4	-4	4	8	-4	0.6
CC(C)OCCCNc1ncnc2c1[nH]c1ccc(F)cc12	-31	-111	6	1	-1	-24	-5	0	0	0.9
O=C(Nc1ccn(Cc2ccccc2F)n1)c1ccc(COc2cccc(Br)c2)cc1	-5	6	10	-1	2	1	-5	3	-2	0.2

Taken from above:
Result of C[C@H]1CN([C@@H](C)CO)S(=O)(=O)c2ccc(C#CC3CC3)cc2O[C@@H]1CN(C)S(C)(=O)=O in PLC-gamma1 inh: -1
Result of Cc1ccc(C2=NS(=O)(=O)N(C)C(C(=O)NCc3ccc4c(c3)OCO4)=C2)cc1 in PLCb3 inh: -5

The results go on.
SMILES	PLCb3 inh	ADAM17 inh	ASAP1 inh	UHRF1 MBD2 ctr	ARFGAP1 inhibitor	PLC-gamma1 inh	Tn6 DDE FP	DDE Tn7 FP inh	MBD2 inh	proKLK7 act
CC(C)Oc1ccc(S(=O)(=O)N2CCCCC2)cc1NC(=O)C1CSC2(C)CCC(=O)N12 (stereo unspecified)	-7	-4	13	0	-9	-1	3	1	-3	-0.8
COc1cc2c(cc1OC)C(c1ccccc1N)=NCC2	-3	-6	2	-10	6	-3	-5	-9	-11	0.7
COCCNC(=O)C(c1cccc(OC)c1)N(Cc1cccs1)C(=O)Cn1nnc2ccccc21 (stereo unspecified)	4	-4	9	16	-9	-1	5	5	5	0.2
O=C(COC(=O)c1cncc(Br)c1)NCc1ccc(F)cc1	-10	4	5	6	3	1	4	0	-2	-0.4
Cc1ccc(CN(C)C(=O)C2CCCN2C(=O)c2cccs2)o1 (stereo unspecified)	-1	0	-3	-1	-1	-5	7	-4	0	0.1
C=CCN1[C@H](CO)[C@H](c2ccc(Br)cc2)[C@@H]1C#N	0	2	·	3	·	4	-3	-3	-3	0.1
COc1ccc(NC(=O)C2CCCN2C(=O)NC2CCCCC2)c(OC)c1 (stereo unspecified)	-5	0	9	-2	-4	-3	5	-1	0	-0.6
Cc1ccc(CN2CCSc3ccc(C(=O)NCCCN4CCN(C)CC4)cc32)cc1	i	i	-13	0	1	i	-2	-8	-6	39*
Cc1c(C(=O)N(Cc2ccccc2)C2CCS(=O)(=O)C2)oc2ccccc12 (stereo unspecified)	1	-2	0	0	-15	0	-6	-7	2	0.3
CCCNc1c(NC(=O)c2ccc3c(c2)OCO3)c(=O)oc2ccccc12	-1	3	-4	13	-6	4	-4	-5	-3	0.0
O=C(Nc1nc(-c2ccc(Cl)s2)cs1)c1cccs1	-69	-4	7	-1	4	-56	4	0	-2	0.9
CC(=O)Nc1ccc(OCC(=O)NCCc2ccc(Cl)cc2)cc1	0	-1	5	0	2	0	4	3	-1	-0.1
COc1cc(-c2coc3c(C(=O)NCc4ccncc4)cccc23)ccc1O	-5	-3	15	18	22	-5	-10	-2	5	-0.2
CCN1CCN(S(=O)(=O)c2ccc(Cl)c(C(=O)Nc3nnc(CC(C)C)s3)c2)CC1	0	2	2	-3	-6	4	5	-12	0	-0.1
CCn1cnc2c1c(=O)n(CC(=O)OC)c(=O)n2Cc1ccccc1	-7	-3	4	0	0	-3	-7	3	5	-0.5
CN(/N=C/c1cccnc1)c1cnc2ccccc2n1	-94	-4	-7	-4	-3	-68	-2	-2	-1	-85
Cc1c(C(=O)N2CCC(C)CC2)sc2ncnc(N(C)c3ccccc3)c12	-36	-2	-7	2	-8	-27	10	4	-4	0.7
CC(C)CNC(=O)CN1C(=O)NC2(CCCc3ccccc32)C1=O (stereo unspecified)	-4	-2	0	-2	3	-3	4	3	0	0.0
CS(=O)(=O)N(CC(=O)N1CCCCC1)Cc1ccc(Cl)cc1	0	-4	-2	-3	-5	-2	3	4	-9	0.3
CNC(=O)/C(C#N)=C/c1ccc(-c2ccccc2[N+](=O)[O-])o1	1	1	-1	-6	1	2	10	-2	-7	1.6

Fetched by structure from above, 4 records:
SMILES	PLCb3 inh	ADAM17 inh	ASAP1 inh	UHRF1 MBD2 ctr	ARFGAP1 inhibitor	PLC-gamma1 inh	Tn6 DDE FP	DDE Tn7 FP inh	MBD2 inh	proKLK7 act
CC(C)CNC(=O)CN1C(=O)NC2(CCCc3ccccc32)C1=O (stereo unspecified)	-4	-2	0	-2	3	-3	4	3	0	0.0
Cc1c(C(=O)N2CCC(C)CC2)sc2ncnc(N(C)c3ccccc3)c12	-36	-2	-7	2	-8	-27	10	4	-4	0.7
CNC(=O)/C(C#N)=C/c1ccc(-c2ccccc2[N+](=O)[O-])o1	1	1	-1	-6	1	2	10	-2	-7	1.6
CS(=O)(=O)N(CC(=O)N1CCCCC1)Cc1ccc(Cl)cc1	0	-4	-2	-3	-5	-2	3	4	-9	0.3
